Source: PubChem BioAssay
S1P3 antag: antagonists of human S1P3 receptor. Q99500. CHO S1P3 NFAT-BLA reporter, FRET fluorescence, antagonist mode. inhibition, % at 4.98 µM. 170,000 tested, 0.27% active;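 active = inhibition above the plate cutoff, the mean inhibition of test wells on that plate plus 3 SD, cut at about 28% in these data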;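 also: cells challenged with S1P at its EC80 of 0.8 µM; blue over green emission ratio from cleaved BLA substrate after 4 h stimulation; 0% = S1P-stimulated wells and 100% = unstimulated DMSO-only wells; some compounds past the cut are filed as inactive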
Target sequence (Q99500 whole entry, looked up): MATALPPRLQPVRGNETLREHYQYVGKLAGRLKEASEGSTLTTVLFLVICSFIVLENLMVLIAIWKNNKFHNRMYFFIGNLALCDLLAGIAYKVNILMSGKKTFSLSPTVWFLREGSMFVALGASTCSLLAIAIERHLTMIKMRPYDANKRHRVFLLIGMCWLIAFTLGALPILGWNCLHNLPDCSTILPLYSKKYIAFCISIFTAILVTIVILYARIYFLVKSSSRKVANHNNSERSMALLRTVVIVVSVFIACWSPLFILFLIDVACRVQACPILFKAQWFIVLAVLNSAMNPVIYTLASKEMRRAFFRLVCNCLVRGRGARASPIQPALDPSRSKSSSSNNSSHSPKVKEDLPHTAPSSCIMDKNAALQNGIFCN
Numbers without * were called inactive. Some of the compounds tested. The share of hits here may be higher or lower than overall.

SMILES	S1P3 antag
CCc1cc(C(=O)Cc2nc3ccccc3s2)c(O)cc1OCC(=O)O	-11
Clc1cc(Cl)cc(CN2CCSCC2)c1	12
Cc1cc(C)c(N2C(=O)C3C4CC(=O)C(c5ccccc54)C3C2=O)c(C)c1 (configuration not stated)	1
CC1(C)CC(NCCC(c2ccccc2)c2ccco2)CCO1 (configuration not stated)	8
Cc1cc(=O)oc2cc(O)c(N=Nc3ccccc3)cc12	8
CS(=O)(=O)CCSc1ncccc1C(=O)NCc1cccs1	-2
CCOC(=O)c1cn[nH]c1NC(=S)Nc1ccc(OC)cc1	3
CC(=O)c1cccc(NC(=O)C(C)N2CCc3ccccc3C2)c1 (configuration not stated)	2
CCOC(=O)c1cnc2ccc(C)cn2c1=O	-4
Cc1nc(C(F)(F)F)ccc1C(=O)Nc1ccc(C(F)(F)F)cn1	-11
Cc1cccc(C)c1N1C(=O)[C@@H]2C(c3ccccc3Cl)=NO[C@@H]2C1=O	2
Cc1ccc(-c2nn(CCC(=O)Nc3cccnc3)c(=O)c3ccccc23)cc1	8
Nc1ccc(NC(=O)Nc2ccc(N)cc2)cc1	3
COC(=O)c1[nH]c(C)c(/C(O)=C2\C(=O)C(=O)N(CCN3CCOCC3)C2c2ccco2)c1C (configuration not stated)	-2
COc1ccc(NC(=O)c2ccc(NC(=O)CSc3nccc(=O)[nH]3)cc2)cc1	-1
C/C(Cc1ccccc1)=N\NC(=O)CNC(=O)c1cccc(Cl)c1	1
c1ccc(Cn2ncc3c(Nc4ccccc4)ncnc32)cc1	9
COC(=O)N/N=C(\C)c1cccs1	0
Cc1onc(-c2c(Cl)cccc2Cl)c1C(=O)NC(=S)N1CCOCC1	-7
O=C(Nc1ccc(Oc2cccc(C(F)(F)F)c2)nc1)c1ccccc1	-5
COC(=O)C1=C(C)N(Cc2ccccc2)C(=O)/C1=C\c1ccco1	-2
Cn1c(=O)c([N+](=O)[O-])c(NCc2ccc3c(c2)OCO3)c2ccccc21	-7
Cc1cccc2nc(Cn3c(=O)n(CCC(=O)NCc4ccco4)c(=O)c4ccccc43)cc(=O)n12	-52
O=C(OCc1cccc(F)c1)c1ccc2c(=O)n3c(nc2c1)CCC3	-13
O=C1/C(=C\c2ccco2)SC(=S)N1C1CCS(=O)(=O)C1 (configuration not stated)	-14
Cc1nn(-c2ccccc2)c(C)c1-c1nnc(-c2c(C)nn(-c3ccccc3)c2C)o1	-2
Cc1csc2ncnc(N3CCN(C(=S)Nc4ccc(C(F)(F)F)cc4)CC3)c12	3
CC(=O)Nc1ccc(-c2cc(C(=O)O)c3ccc(C)cc3n2)cc1	6
COC(OC)c1ccc(C#N)c(SCc2ccc(C)cc2)n1	5
O=c1n(Cc2ccccc2)nc2n1-c1ccccc1SC2	1
CC(NC(=O)c1cc(COc2ccc3ncccc3c2)on1)c1ccc(F)cc1 (configuration not stated)	19
Cc1occc1-c1nnc(SCC(=O)O)n1-c1ccccc1	-9
CC(/C=C1\SC(=Nc2cccnc2)NC1=O)=C\c1ccccc1	-9
COC(=O)/C=C1\S/C(=N\N=C\CC(=O)OC)NC1=O	-6
CS(=O)(=O)CC(=O)Nc1ccc2nc3n(c(=O)c2c1)CCCCC3	-3
OCCC1CN(Cc2cc(F)ccc2-n2cccn2)CCN1C1CCCC1 (configuration not stated)	-16
Cc1nc(/N=C(\N)N(C)C)[nH]c(=O)c1C	3
CCCC1=NN2C(=N)/C(=C\c3cc(C)n(Cc4ccccc4)c3C)C(=O)N=C2S1	6
Cc1ccc(S(=O)(=O)NC(=O)Nc2cc(C(C)(C)C)on2)cc1	-7
CCOc1ccc(NC(=O)c2oc3ccccc3c2NC(=O)C2CC2)cc1	-47
OCCN1CNC(=S)NC1	-11
O=C(/C=C/c1ccco1)Nc1scc(-c2ccccc2)c1C(=O)O	11
Cc1ccc(NC(=O)c2cc(C(C)(C)C)nn2Cc2ccccc2)cc1	1
COc1ccc(/C=C2\SC(=O)N(CC(=O)NCCC(C)C)C2=O)cc1OC	3
COc1ccc(/C(C)=N\NC(=O)C(c2ccncc2)N2CCOCC2)cc1 (configuration not stated)	0
Cc1nc(-c2cc(-c3nc(-c4ccc(C(F)(F)F)cc4)no3)no2)cs1	-5
COc1ccccc1N1C(=O)C2C(C(=O)c3ccccc3)=NN(c3ccc(C)cc3)C2C1=O (configuration not stated)	17
O=C(Cn1nc2n(c1=O)-c1ccccc1SC2)N/N=C/c1cccnc1	-15
Cc1cc(Br)ccc1SCC(=O)OC/C(O)=C(\C#N)c1nc2ccccc2[nH]1	-1
CCc1ccc(Nc2nnc(SCC(=O)N(C)C3CCS(=O)(=O)C3)s2)cc1 (configuration not stated)	-7
C[n+]1cccc(/C=N/Nc2nc(Cl)c(C#N)c(Cl)c2Cl)c1	-34
Cc1ccc(SCCC(=O)OCC(=O)Nc2ccc(S(N)(=O)=O)cc2)cc1	-16
N/C(=N\S(=O)(=O)c1cc(C(F)(F)F)cc(C(F)(F)F)c1)c1cccs1	-2
O=C1Nc2ccccc2/C1=C/c1cnc(-c2ccccc2)[nH]1	2
NC(=O)/C(=C/c1ccco1)C(N)=S	-2
C=C1SC(Nc2c(C)cccc2C)=NC12CCCCC2	2
OC1COC(OCc2ccccc2)C(O)C1O (configuration not stated)	-5
C/C(=N\NC1=NCCN1)c1ccc(N)c([N+](=O)[O-])c1	-10
CCC(=O)Oc1oc(-c2ccccc2)nc1C=Nc1ccc(C)cc1	0
N#C/C(=C\N1CCOCC1)C(N)=O	0

Further results follow.
SMILES	S1P3 antag
Clc1ccc(Nc2ccccc2)nn1	6
Brc1ccc2[nH]c3c(NCc4ccccn4)ncnc3c2c1	3
O=C(O)C1CCC1C(=O)Nc1nc(-c2ccc(Cl)s2)cs1 (configuration not stated)	2
CCOc1ccc(NC(=S)NNC(=S)Nc2cccc(C(F)(F)F)c2)cc1	-1
Cc1cccc(N/N=C/c2ccc(O)c(O)c2O)c1	-1
COC(=O)c1sc(=S)n(Cc2ccccc2)c1C	12
Clc1cccc(Cl)c1/C=N/Nc1c(Cl)cncc1Cl	-8
O=C1Nc2ccc(Br)cc2C1=Nc1cccnc1	-3
OC1(c2ccc3c(c2)OCO3)CCN(Cc2ccc(F)cc2)CC1	1
CCS(=O)(=O)N1CCC(C(=O)Nc2cc([N+](=O)[O-])ccc2C)CC1	0
N#C/C(=C\c1c[nH]c2ccccc12)C(N)=O	3
O=C(CN1CCN(S(=O)(=O)/C=C/c2ccccc2)CC1)Nc1ccccc1N1CCOCC1	-4
COc1cc(CC(=O)O)ccc1OCc1ccccc1	-6
Cc1cc(C)n(CC(=O)N/N=C/c2c[nH]c3ccccc23)n1	-6
CC(=O)C(=Cc1ccc(O)cc1)C(C)=O	-13
O=S(=O)(Cc1ccc(Cl)cc1)N1CCN(Cc2ccc3c(c2)OCO3)CC1	10
Cc1ccc([N+](=O)[O-])cc1NC(=O)Nc1ccc(S(N)(=O)=O)cc1	-9
O=C(NCC(=O)N1CCN(S(=O)(=O)/C=C/c2ccccc2)CC1)c1ccc(Cl)cc1	2
Cc1cc(C)nc(-n2nc(C)cc2NC(=O)c2cc3ccccc3oc2=O)n1	2
C/C(CC(=O)Nc1ccc(Cl)cc1Cl)=N\NC(=O)c1ccncc1	-3
CC1CCC2(CC1)NC(=O)N(CC(=O)NC(=O)Nc1ccc3c(c1)OCCO3)C2=O (configuration not stated)	11
O=C(Cn1nnc(-c2ccc(N3CCOCC3)cc2)n1)N1CCOCC1	-6
CN(C)S(=O)(=O)c1cc(NC(=O)CNCCN2CCOCC2)ccc1Cl	-4
COc1ccc(NC(=O)CCN2C(=O)c3ccncc3C2=O)cc1OC	-10
NS(=O)(=O)c1ccc(CCNC(=O)CSc2ccc(Cl)cc2Cl)cc1	-8
COc1cccc2sc(/N=C/N(C)C)nc12	-9
CN(C(=O)CSc1nc(O)cc(=O)n1C1CCCC1)c1ccccc1	-2
COc1ccc(C(=O)Nc2ccc(NS(=O)(=O)c3ccccc3)cc2)cc1OC	1
CCCCNC(=O)c1cc(C)nn1-c1ccccc1	-14
CCn1c(=O)[nH]c(=O)c2c(N)c(C(=O)c3cc(F)ccc3F)sc21	1
Nc1nc(NCc2ccco2)nc(N2CCCC2)c1[N+](=O)[O-]	-10
CCC(=O)Oc1ccc2c(c1)OC1(OC(C)=O)OC(C)CC1=C2C (configuration not stated)	4
NC(=S)Cc1ccccc1Cl	-2
Cc1cc(O)c(NC(=O)c2cccc([N+](=O)[O-])c2)cc1C	-10
COc1ccccc1N=C1SC(C(=O)Nc2cccc(Cl)c2Cl)C(N)=C1C(N)=O (configuration not stated)	-6
CCOc1ccc(N2C(=O)S/C(=C\c3ccc(O)c(OCC)c3)C2=O)cc1	-7
COc1cc(/C=N/NC(=O)c2ccc3nc[nH]c3c2)cc(OC)c1OC	-1
COc1cc(/C=N/N(C)S(=O)(=O)c2ccc(C)cc2)cc([N+](=O)[O-])c1O	1
CC(=O)Nc1cccc(C(=O)/C=C/c2ccc[nH]2)c1	-5
COc1cc(C(=O)N2CCc3ccccc32)ccc1OCc1c(C)noc1C	0
O=C(O)c1cccc2c1C(=O)c1cccc3snc-2c13	-6
CN(Cc1nc(-c2ccccc2)no1)C1CCOCC1	9
COc1ccc(NC(=O)Nc2cnccn2)cc1	5
Cc1csc2c(SCC(=O)NNC(=O)C(Cl)Cl)ncnc12	-4
NNC(=O)CSc1nnnn1-c1ccccc1	1
COc1ccc(NC(=O)C(Cc2ccccc2)n2cccc2)c(OC)c1 (configuration not stated)	1
COC(=O)CC1C(=O)NC(C)=C1C(=O)OC (configuration not stated)	-11
COc1ccc(CC(NC(C)=O)C(=O)NC2CCN(C(=O)c3cc(OC)c(OC)c(OC)c3)CC2)cc1 (configuration not stated)	-28
CN(C)c1cc(-c2ccc([N+](=O)[O-])cc2)oc(=O)c1Cl	-3
CC(C)(C)c1cc(C(=O)C[n+]2ccc(C(=O)NCCCO)cc2)cc(C(C)(C)C)c1O	-5
O=C(COC(=O)/C=C/c1cn(-c2ccccc2)nc1-c1ccc2c(c1)OCCO2)NC1CCS(=O)(=O)C1 (configuration not stated)	7
O=S(=O)(Nc1ncnc2scc(-c3ccc(F)cc3)c12)c1cc(F)ccc1F	10
NS(=O)(=O)c1ccc(NC2(C(=O)O)CCCC2)cc1	-1
Cc1ccc(-n2ccnc2SCC(=O)O)cc1C	6
Cc1ccc2c(CN3CCOCC3)cc(=O)oc2c1	-20
Cc1cc(C(=O)N(CCC#N)Cc2cccs2)no1	0
COc1ccc(-c2noc(CCC(=O)NC3CCCC3)n2)cc1	3
O=[N+]([O-])c1ccc(-c2nc(-c3ccncc3)no2)cc1	-3
COCCN(CCOC)S(=O)(=O)c1ccc(Cl)nc1	-3
NC(=O)c1ccc(NC(=O)COC(=O)c2ccc([N+](=O)[O-])cc2)cc1	-12

24 of the compounds above, in markdown.
| SMILES | S1P3 antag |
| --- | --- |
| COc1cc(/C=N/NC(=O)c2ccc3nc[nH]c3c2)cc(OC)c1OC | -1 |
| COc1cc(/C=N/N(C)S(=O)(=O)c2ccc(C)cc2)cc([N+](=O)[O-])c1O | 1 |
| CC(=O)Nc1cccc(C(=O)/C=C/c2ccc[nH]2)c1 | -5 |
| COc1cc(C(=O)N2CCc3ccccc32)ccc1OCc1c(C)noc1C | 0 |
| O=C(O)c1cccc2c1C(=O)c1cccc3snc-2c13 | -6 |
| CN(Cc1nc(-c2ccccc2)no1)C1CCOCC1 | 9 |
| COc1ccc(NC(=O)Nc2cnccn2)cc1 | 5 |
| Cc1csc2c(SCC(=O)NNC(=O)C(Cl)Cl)ncnc12 | -4 |
| NNC(=O)CSc1nnnn1-c1ccccc1 | 1 |
| COc1ccc(NC(=O)C(Cc2ccccc2)n2cccc2)c(OC)c1 (configuration not stated) | 1 |
| COC(=O)CC1C(=O)NC(C)=C1C(=O)OC (configuration not stated) | -11 |
| COc1ccc(CC(NC(C)=O)C(=O)NC2CCN(C(=O)c3cc(OC)c(OC)c(OC)c3)CC2)cc1 (configuration not stated) | -28 |
| CN(C)c1cc(-c2ccc([N+](=O)[O-])cc2)oc(=O)c1Cl | -3 |
| CC(C)(C)c1cc(C(=O)C[n+]2ccc(C(=O)NCCCO)cc2)cc(C(C)(C)C)c1O | -5 |
| O=C(COC(=O)/C=C/c1cn(-c2ccccc2)nc1-c1ccc2c(c1)OCCO2)NC1CCS(=O)(=O)C1 (configuration not stated) | 7 |
| O=S(=O)(Nc1ncnc2scc(-c3ccc(F)cc3)c12)c1cc(F)ccc1F | 10 |
| NS(=O)(=O)c1ccc(NC2(C(=O)O)CCCC2)cc1 | -1 |
| Cc1ccc(-n2ccnc2SCC(=O)O)cc1C | 6 |
| Cc1ccc2c(CN3CCOCC3)cc(=O)oc2c1 | -20 |
| Cc1cc(C(=O)N(CCC#N)Cc2cccs2)no1 | 0 |
| COc1ccc(-c2noc(CCC(=O)NC3CCCC3)n2)cc1 | 3 |
| O=[N+]([O-])c1ccc(-c2nc(-c3ccncc3)no2)cc1 | -3 |
| COCCN(CCOC)S(=O)(=O)c1ccc(Cl)nc1 | -3 |
| NC(=O)c1ccc(NC(=O)COC(=O)c2ccc([N+](=O)[O-])cc2)cc1 | -12 |

(listing goes on)
SMILES	S1P3 antag
Cc1ccc(N2CC(c3nc4ccccc4n3C)CC2=O)cc1 (configuration not stated)	2
CCc1ccc(C2CC(c3ccc(C)cc3)n3nc(N)nc3N2)cc1 (configuration not stated)	-25
COc1ccc(NC2=NC(C)(CO)CS2)cc1 (configuration not stated)	1
COc1ccc(/C(N)=N/OC(=O)c2cccs2)cc1	-1
O=c1c(-c2ccc(Cl)cc2)[n+]([O-])c2ccccc2n1OCc1nc2ccccc2[nH]1	10
CC(=O)Nc1nnc(-c2c(-c3c(Cl)cccc3Cl)noc2C)o1	-3
Cc1ccc(S(=O)(=O)N2CCCCC2c2cccnc2)c(C)c1C (configuration not stated)	-4
COc1ccc(Cn2c(O)c(/C=C3/C=CC=N3)c(=O)[nH]c2=O)cc1	11
CCc1cc(S(N)(=O)=O)cc(CC)c1NC(C)=O	5
C=CCSc1nnc(NC(=O)c2ccc(NC(C)=O)cc2)s1	-1
O=C1CCC(c2ccccc2)(c2ccccc2)CC1	5
O=C(Oc1ccccc1)c1cccc2cccc(C(=O)Oc3ccccc3)c12	3
O=C(Nc1cccc(F)c1)Nc1ccc2c(c1)C(=O)OC2	-2
COc1nc(-c2ccccc2)cc(-c2ccc3c(c2)OCO3)c1C#N	2
